# Screening results: PubChem, several laboratories
# Rac1 act GTP bind = alters GTP binding to activated mutant human Rac1; GST-Rac1 activated beads, fluorescent GTP binding, flow cytometry; actives lie on both sides; 100% means binding = to untreated wells; percent activity (GTP binding), % at 10 µM; actives 0.11% (n = 190,000); AID 764;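 active means GTP binding at least 20 percentage points away from the 100% baseline, in either direction, so actives lie on both sides; inconclusive means Compound likely fluorescent itself, or too few beads counted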
# Rab2A wt mod = changes GTP binding to wildtype dog Rab2A, up or down | AID 760 | P61105 | GTP binding activity, % at 10 µM | actives 0.19% (n = 190,000) | GST-Rab2 wt beads, Bodipy-GTP binding, flow cytometry;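 active means GTP binding activity at least 20 points away from 100%, either lowered or raised; inconclusive means signal likely due to the compound's own green fluorescence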;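 further: 0% = beads with excess unlabeled GTP and 100% = no-compound control corrected for plate trend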
# Rac1 wt GTP bind = human Rac1 wildtype GTP binding, inhibitors and activators. GTP binding activity (% of control), % at 10 µM. AID 757. GST-Rac1 beads, fluorescent GTP binding, flow cytometry; actives lie on both sides; 0 = cold GTP competed, 100 = untreated. P63000. actives 0.27% (n = 190,000);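 active means GTP binding activity at least 20 points away from the 100% control level, either lower or higher; inconclusive means compound flagged as likely green fluorescent, judged across all proteins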
# ABCB1 inh = human ABCB1 inhibition, ABCG2 as counter-screen; AID 1326; CCRF-Adr cells, JC-1 efflux, flow cytometry; actives 0.067% (n = 190,000); inhibition, % at 6.6 µM; in the data active means inhibition above about 40%;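 further: 0% = vehicle and 100% = reference inhibitor; higher value means more JC-1 retained so stronger ABCB1 efflux block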
# Cdc42 wt GTP = modulators (inhibitors or activators) of GTP binding to human Cdc42 wildtype; P60953; GST-Cdc42 beads, Bodipy-GTP binding, flow cytometry; actives lie on both sides; percent activity (GTP binding), % at 10 µM; actives 0.2% (n = 190,000); AID 761;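 active means percent activity GTP binding at least 20 points away from the 100% baseline, either down as inhibitor or up as activator; inconclusive means compound flagged as likely green fluorescent from well-wide comparison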;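 further: median bead fluorescence of bound Bodipy-FL-GTP at 100 nM; 0% = excess unlabeled GTP control and 100% = no compound control; below 100% means less GTP binding so inhibitor and above means activator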
# Target sequence (P60953 whole entry, looked up): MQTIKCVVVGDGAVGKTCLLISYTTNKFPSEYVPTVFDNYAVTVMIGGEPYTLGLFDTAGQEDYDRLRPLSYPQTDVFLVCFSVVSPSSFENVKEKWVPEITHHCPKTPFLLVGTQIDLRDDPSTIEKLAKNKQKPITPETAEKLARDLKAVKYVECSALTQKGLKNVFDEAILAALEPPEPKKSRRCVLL
# GSH bead fluor = GSH bead compound fluorescence profile | actives 0.25% (n = 190,000) | AID 1776 | fluorescence (KMESF) at 10 µM | GSH beads flow cytometry, compound fluorescence 488/530 nm; hits give high values; in the data active means fluorescence above about 89;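 further: glutathione beads carrying GST-tagged Bcl family fusion proteins plus one bare bead set; values are compound well signal with DMSO vehicle wells as background; inactives centre near 16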
# HRas wt GTP = modulators of GTP binding to human HRas wildtype. P01112. actives 0.14% (n = 190,000). GTP binding activity, % at 10 µM. GST-Ras wt beads, Bodipy-FL-GTP binding, flow cytometry; actives lie on both sides;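 active means GTP binding activity at least 20% away from the 100% baseline, either lowered as inhibitor or raised as activator; inconclusive means flagged as likely green fluorescent, judged across all proteins in the well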;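 further: 0% = unlabeled GTP competition control and 100% = no-compound control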
# Target sequence (P01112 whole entry, looked up): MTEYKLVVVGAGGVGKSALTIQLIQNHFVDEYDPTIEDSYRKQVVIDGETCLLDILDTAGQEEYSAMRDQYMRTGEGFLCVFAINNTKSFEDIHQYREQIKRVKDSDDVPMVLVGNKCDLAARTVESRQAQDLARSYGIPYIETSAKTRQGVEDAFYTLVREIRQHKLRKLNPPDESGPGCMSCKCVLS
# Pf gamet viab = inhibitors of late stage P. falciparum gametocyte viability. P. falciparum stage V gametocytes, ATP luminescence, 24 h. inhibition, % at 10.9 µM. actives 0.065% (n = 150,000). AID 743093;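 active means inhibition above the mean plus 3 SD of compounds within the control limits, set per campaign, cut at about 38% in these data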;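 further: 0% = DMSO wells and 100% = medium only without gametocytes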
# Rab7 wt GTP bind = alters GTP binding to wildtype dog Rab7 | AID 758 | actives 0.055% (n = 190,000) | GTP binding activity (percent of control), % at 10 µM | GST-Rab7 beads, fluorescent GTP binding, flow cytometry; actives lie on both sides; untreated = 100%, excess cold GTP = 0%;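 active means fluorescent GTP binding to Rab7 beads changed by at least 20 points from the 100% baseline, either direction, mostly lower; inconclusive means compound itself probably fluorescent, or too few beads counted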;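 further: median green fluorescence of bound Bodipy-FL-GTP per Rab7 bead population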
# ABCG2 block = inhibitors of human ABCG2 transporter, ABCB1 counter-screen; IgMXP3 cells, JC-1 efflux, flow cytometry; Q9UNQ0; actives 0.1% (n = 190,000); inhibition, % at 6.6 µM; AID 1325;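 active means inhibition above 80%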;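 further: 0% = DMSO and 100% = nicardipine control wells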
# Target sequence (Q9UNQ0 whole entry, looked up): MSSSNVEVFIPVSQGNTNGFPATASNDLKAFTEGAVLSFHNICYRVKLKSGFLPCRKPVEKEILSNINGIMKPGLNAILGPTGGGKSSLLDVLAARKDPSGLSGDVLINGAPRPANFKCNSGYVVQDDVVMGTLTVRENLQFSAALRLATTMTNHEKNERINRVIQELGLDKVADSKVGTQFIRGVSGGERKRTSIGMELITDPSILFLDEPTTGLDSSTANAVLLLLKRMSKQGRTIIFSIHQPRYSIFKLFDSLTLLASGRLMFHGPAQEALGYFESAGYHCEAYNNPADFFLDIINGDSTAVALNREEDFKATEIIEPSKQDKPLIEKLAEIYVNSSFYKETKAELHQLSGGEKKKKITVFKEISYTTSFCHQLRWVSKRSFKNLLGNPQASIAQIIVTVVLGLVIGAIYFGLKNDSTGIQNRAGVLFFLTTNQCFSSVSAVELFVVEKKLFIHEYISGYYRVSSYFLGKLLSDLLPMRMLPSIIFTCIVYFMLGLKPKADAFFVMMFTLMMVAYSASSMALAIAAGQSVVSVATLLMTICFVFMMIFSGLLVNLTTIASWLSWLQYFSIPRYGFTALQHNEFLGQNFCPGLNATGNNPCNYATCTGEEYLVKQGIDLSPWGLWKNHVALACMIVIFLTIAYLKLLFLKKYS
#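 Incubation: cells with compound and JC-1, 10 min at 25 °C, rotating, no wash / Test system: IgMXP3 (ABCG2) plus far-red-tagged CCRF-Adr (ABCB1) cells / Compound dosing: one concentration, 6.6 µM final / Also added: JC-1 fluorescent substrate / Evaluation: efflux inhibition in percent versus controls / Detection: flow cytometry, 530 nm JC-1 signal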
# Avidin bead fluor = compound fluoresces at 488/530 nm on avidin beads. fluorescence (KMESF) at 10 µM. actives 0.38% (n = 220,000). compound fluorescence 488/530 nm, flow cytometry; hits give high values; in the data active means fluorescence above about 47; further: inactives centre near 10
# * = called active by the depositor; ? = inconclusive; / = no result given.
SMILES,Rac1 act GTP bind,Rab2A wt mod,Rac1 wt GTP bind,ABCB1 inh,Cdc42 wt GTP,GSH bead fluor,HRas wt GTP,Pf gamet viab,Rab7 wt GTP bind,ABCG2 block,Avidin bead fluor
CN(CC(O)COc1ccccc1F)C1CCCCC1 (stereo not given),97,96,99,0.8,97,15,98,3,96,4,9
Cc1ccc2nc(-c3ccc(N4C(=O)CC(N5CCC(C(N)=O)CC5)C4=O)cc3)sc2c1 (stereo not given),100,97,101,0.2,99,13,98,/,97,0,12
O=C(CNC(=O)Cn1ccc2ccccc2c1=O)NCCCN1CCN(c2cccc(Cl)c2)CC1,100,103,100,-2.7,105,29,101,/,105,-2,18
CCn1c(CNC(=O)c2ccccc2F)nnc1SCc1nc2ccccc2c(=O)[nH]1,96,99,96,0.0,96,21,100,1,105,0,12
COC(=O)c1c(C)[nH]c(C(=O)C(C)Sc2nnc(-c3cc(OC)c(OC)c(OC)c3)o2)c1C (stereo not given),93,94,91,2.9,96,30,94,/,94,4,13
Cc1n[nH]c(=O)nc1NCC1CCCO1 (stereo not given),98,104,102,0.2,104,19,103,8,102,1,26
CC1=NN(c2nc(-c3ccc(C)cc3)cs2)C(=O)C1N=Nc1ccc(C(N)=O)cc1 (stereo not given),88,90,96,-0.7,86,10,91,-20,92,-1,24
CC(C)Nc1nc(-c2ccncc2)nc(-c2ccc(Cl)cc2)c1C#N,90,101,98,2.2,99,17,100,4,103,19,10
COc1ccc(N2CCC(CNC(=O)Nc3cccc(OC)c3)C2)cc1 (stereo not given),98,102,104,0.2,105,12,103,8,104,2,15
Cc1cc(N2CCC(C)CC2)n2ncc(-c3ccccc3)c2n1,96,96,96,0.5,96,13,100,/,99,4,45
Cc1ccc(SCCC(=O)NCC2CCCO2)cc1 (stereo not given),98,99,98,1.1,100,16,100,/,103,4,11
CN1C(=O)N(C)C2C1N(CN1CCCCC1)C(=O)N2CN1CCCCC1 (stereo not given),101,105,105,-0.1,106,11,103,26,103,2,8
COc1ccccc1N1CCN(C(=O)c2oc3ccc(F)cc3c2C)CC1,97,98,100,0.6,102,9,100,15,102,0,1
CCOC(=O)NC(=O)CSc1nc2ccc([N+](=O)[O-])cc2[nH]1,97,97,98,0.0,98,29,96,/,99,3,10
CCc1c(C)n([O-])c2c([n+]1=O)CCCCC2,98,103,104,-0.3,99,24,101,3,101,0,7
COc1ccc(-n2nc([N+](=O)[O-])c(=NCCc3ccc(Cl)cc3)n2O)cc1,99,101,100,1.6,99,9,99,22,102,7,11
O=C(CCc1ccc(Oc2cc([N+](=O)[O-])cc([N+](=O)[O-])c2)cc1)Nc1cccc(Cl)c1,99,99,100,0.9,96,9,99,/,97,12,16
CCCCNCCCOc1cccc(Cl)c1Cl,97,100,98,0.7,99,33,101,4,99,2,9
O=C1OCCC1Sc1nc2cc(Cl)ccc2s1 (stereo not given),103,101,109,0.2,104,14,104,/,100,3,7
CCCn1ncc(CN2CCC(Cc3cccc(F)c3)(C(=O)OCC)CC2)c1C,102,98,103,1.1,101,13,99,-13,99,3,5
O=C(CSc1nnc(Cn2c(=O)sc3ccccc32)n1-c1ccccc1)NCC1CCCO1 (stereo not given),96,98,100,-0.4,98,11,96,/,95,-2,3
O=c1c2sc3ccccc3c2[nH]c(=S)n1CCN1CCOCC1,92,97,97,-0.4,94,17,96,2,102,7,6
CCCC(=O)Nc1ccc2c(c1)nc(CCNC(=O)c1ccccc1)n2C,?,?,?,0.4,?,40,?,/,?,2,4
O=C(NCCN=C1NS(=O)(=O)c2ccccc21)c1ccncc1,99,101,107,0.4,105,10,103,26,103,2,72*
Cc1c(C(=O)Nc2ccc(F)cc2)c2ccccn2c1CCc1ccncc1,98,96,99,13,101,12,96,-3,95,5,9
CC1CC(C)CN(Cc2nc(N)nc(Nc3ccccc3)n2)C1 (stereo not given),91,93,92,0.6,94,14,94,/,94,2,30
Nc1ccccc1C#CCCCCO,99,102,107,-0.4,103,18,102,0,101,-2,7
CCOC(=O)c1c(NC(=O)C2CCCCC2C(=O)O)sc2c1CCCCC2 (stereo not given),86,93,95,0.9,94,14,94,/,97,12,9
N#C/C(=C\c1cn[nH]c1-c1ccc(Cl)cc1)C(=O)NC1CC1,102,101,106,1.1,102,10,102,/,99,20,14
CC(Sc1nnc(Cc2cccs2)n1C1CCCCC1)C(=O)NCc1ccco1 (stereo not given),100,100,105,1.2,104,28,103,/,101,2,10
Nc1nc(-c2cccnc2)nn1C(=O)COc1ccccc1,97,94,100,0.1,97,22,97,/,94,1,4
CCN(c1ccc(NC(=O)CSc2nnc3nc(C)cc(C)n23)cc1)C(C)C,96,98,100,0.6,100,55,101,-5,97,2,6
CC(C)(C)n1nc2c(c1NC(=O)c1cccs1)CS(=O)C2 (stereo not given),100,101,108,-0.6,105,21,100,12,99,-2,30
CCOC(=O)C1=NNC(C(=O)c2ccc(OC)cc2)C1c1ccccc1 (stereo not given),96,99,102,1.1,97,22,98,-3,98,2,27
N/C(=N\OC(=O)/C=C/c1ccccc1Cl)c1ccncc1,96,99,105,0.5,98,19,99,-23,95,18,10
O=C(NC(Cc1ccccc1)C(=O)O)/C(=C/c1ccccc1)NC(=O)c1ccccc1 (stereo not given),99,101,102,0.3,101,11,99,/,97,7,10
COc1ccccc1NC(=O)Cc1cccs1,100,101,99,0.5,100,25,96,/,97,22,13
Cc1noc(NS(=O)(=O)c2ccc(N/C=C/C(=O)c3ccc4c(c3)OCO4)cc2)c1C,?,?,?,-0.5,?,39,?,/,?,0,9
O=c1cc(-c2ccc(O)cc2)oc2ccc(O)cc12,92,92,85,-0.2,90,14,94,17,97,1,10
COc1ccc(C(=O)NC(C(=O)NCC(=O)Nc2c(C)cccc2C)C(C)C)cc1 (stereo not given),100,98,105,0.3,99,8,100,-3,101,12,17
Oc1ccccc1Nc1nc(NCc2ccccc2)c2ccccc2n1,97,99,99,0.2,96,8,97,/,93,0,2
COc1ccc2c(c1)c1ncn(CCN3CCCCC3)c(=O)c1n2C,96,98,99,-0.1,104,41,102,-28,98,11,21
CCOC(=O)/N=C(/NC(=O)Nc1ccc(C(=O)OCC)cc1)OC,95,95,96,-0.1,98,43,97,/,96,0,8
Cc1ccccc1CC1(CO)CCCN(C(=O)c2cc(Cl)ccc2F)C1 (stereo not given),97,96,100,0.8,96,11,97,/,100,11,11
Cc1ccc(S(=O)(=O)NC(C)C(c2cccs2)N2CCOCC2)cc1 (stereo not given),99,101,109,2.3,104,18,104,/,100,9,/
CCn1c(SCC(=O)NCCc2ccccc2)nc2c(c1=O)SC(C)C2 (stereo not given),98,100,102,1.4,99,24,100,/,100,2,6
O=C(O)CCC(=O)Nc1ccccc1C(=O)NC1CCCCC1,97,100,103,1.2,100,14,99,-23,101,2,7
O=C(c1ccccc1)n1ccc(-c2cnc(-c3ccccc3)s2)n1,99,98,98,0.8,97,12,97,-2,99,8,6
CSCCNC(=O)c1ccc(C(C)(C)C)cc1,100,103,104,0.6,100,11,100,/,102,4,9
O=[N+]([O-])c1ccccc1/C=C/C=N/N1CCCCC1,97,98,102,0.5,101,17,100,-8,104,2,12
CNC(=S)NNC(=O)COc1cccc(C)c1C,100,102,103,1.9,101,/,103,/,103,9,7
O=C(CS(=O)(=O)Cc1ccccc1)Nc1ncccn1,102,101,107,0.4,104,46,102,17,98,1,10
CCOC(Cn1cc(C)c(=O)[nH]c1=O)OCC,93,95,99,-0.4,93,9,99,-24,101,-1,19
CCCC(OC(=O)CN1C(=O)COc2ccccc21)C(=O)NC1CCCC1 (stereo not given),101,103,110,2.2,105,28,103,/,102,41,32
CCOc1ccc(NC(=S)Nc2cc(-c3ccccc3)[nH]n2)cc1,98,99,100,-0.3,96,13,98,-9,97,0,10
CC(=O)c1ccc(N2CCN(C(=O)c3ccc(OCc4c(C)noc4C)cc3)CC2)cc1,100,104,100,0.7,104,22,105,/,97,1,14
COc1ccc(C2=NOC(C(=O)NCc3cccs3)C2)cc1OC (stereo not given),103,101,104,-0.2,103,29,101,/,100,19,15
COc1cc(S(=O)(=O)N(C)C)ccc1F,100,102,106,0.3,104,23,101,-11,100,2,31
COc1cc(CNCc2cccs2)ccc1OCc1cccs1,99,105,101,0.7,105,22,106,/,101,1,10
CCCS(=O)(=O)N1CCC(C(=O)NC2CCC(C)CC2)CC1 (stereo not given),96,98,103,1.0,100,23,97,/,101,-1,36
# (listing goes on)
SMILES,Rac1 act GTP bind,Rab2A wt mod,Rac1 wt GTP bind,ABCB1 inh,Cdc42 wt GTP,GSH bead fluor,HRas wt GTP,Pf gamet viab,Rab7 wt GTP bind,ABCG2 block,Avidin bead fluor
CCCc1cc(-c2nc(-c3ccc(Cl)cc3)cs2)ccn1,99,98,99,1.3,100,33,98,/,102,50,7
Cc1nc2c(ccc3nc(NC(=O)C(c4ccccc4)c4ccccc4)sc32)s1,97,99,103,3.0,98,16,99,/,100,9,7
COc1ccccc1CC(=O)NC1CCCc2ccccc21 (stereo not given),92,94,97,5.7,94,13,92,-15,93,9,10
Cc1cc(C(=O)COc2ccc(C#N)cc2)c(C)n1-c1ccc2c(c1)OCO2,98,100,99,0.1,95,9,101,-9,96,18,6
O=C(NNS(=O)(=O)c1ccc(Br)cc1)c1sccc1-n1cccc1,91,93,94,0.7,94,28,95,-25,95,7,11
CCNC(=O)CN(c1ccc(C)cc1)S(=O)(=O)c1ccc(SC)cc1,99,102,109,0.6,106,48,103,-5,100,1,6
CCCCSc1nnc(CSc2nc3nc(C)cc(C)n3n2)o1,99,101,100,0.6,103,9,101,1,97,2,12
CCCCCCN1CC(C(=O)OCC)C(=O)C1=O (stereo not given),99,97,100,-0.8,98,9,97,2,96,-5,4

# An excerpt from above, showing only ABCB1 inh, Pf gamet viab and GSH bead fluor:
molecule	ABCB1 inh	Pf gamet viab	GSH bead fluor
CCCc1cc(-c2nc(-c3ccc(Cl)cc3)cs2)ccn1	1.3	/	33
O=C(NNS(=O)(=O)c1ccc(Br)cc1)c1sccc1-n1cccc1	0.7	-25	28
COc1ccccc1CC(=O)NC1CCCc2ccccc21 (stereo not given)	5.7	-15	13
